Wee1 degr inh – Wee1 degradation inhibitors, primary screen, cell-based, HeLa, Wee1K328M-luciferase, luminescence | Wee1-like protein kinase (Homo sapiens), P30291 | HeLa Luc-Wee1K328M stability; 100% = proteasome inhibitor MG132 effect | reporter increase, % at 5 µM | 1.2% of 220,000 active | AID 1321, 2008;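 active means activation above the mean of all tested compounds plus 3 SD, set per screening run, cut at about 8.8% in these data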;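 further: cells exposed to compound for 20 h before luminescence read; 0% = DMSO alone and 100% = MG132 at 30 µM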
Target sequence (P30291 whole entry K328M): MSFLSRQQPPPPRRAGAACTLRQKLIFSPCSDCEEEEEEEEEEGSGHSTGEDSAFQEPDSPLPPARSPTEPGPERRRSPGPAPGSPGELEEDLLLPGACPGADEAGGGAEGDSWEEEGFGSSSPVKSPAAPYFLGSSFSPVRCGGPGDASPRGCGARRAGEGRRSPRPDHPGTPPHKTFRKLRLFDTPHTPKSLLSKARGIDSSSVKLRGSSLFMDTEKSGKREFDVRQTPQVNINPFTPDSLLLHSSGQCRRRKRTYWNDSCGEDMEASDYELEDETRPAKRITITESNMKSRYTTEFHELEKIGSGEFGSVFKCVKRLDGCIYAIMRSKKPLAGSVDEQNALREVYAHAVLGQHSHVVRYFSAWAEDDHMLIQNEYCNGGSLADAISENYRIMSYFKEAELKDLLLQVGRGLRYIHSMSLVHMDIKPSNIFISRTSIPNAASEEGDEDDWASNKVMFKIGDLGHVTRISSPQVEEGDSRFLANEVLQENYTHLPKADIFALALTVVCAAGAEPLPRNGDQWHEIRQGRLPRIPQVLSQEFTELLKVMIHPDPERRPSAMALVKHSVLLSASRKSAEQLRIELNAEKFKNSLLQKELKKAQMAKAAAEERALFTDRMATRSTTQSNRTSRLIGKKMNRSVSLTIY
Runt-SMMHC FRET – inhibitors of RUNX1 Runt–CBFb-SMMHC binding, primary screen, biochemical, FRET, Cerulean-Runt, Venus-CBFb-SMMHC, uHTS | Cerulean-Runt/Venus-CBFb-SMMHC FRET ratio 530/480, 1 h | inhibition, % at 20 µM | 0.74% of 220,000 active | AID 1434, 2008;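 active means mean inhibition across duplicate retests at 20 µM reaching about 50%, limit read from the data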;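 further: 0% = DMSO wells and 100% = wells with excess untagged CBFb-SMMHC; inhibitors lower the FRET ratio by blocking Runt binding to CBFb-SMMHC; some results filed as inactive read as strong as hits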
Hck-Nef inh – inhibitors of Nef-activated human Hck kinase, primary screen, biochemical, Z-Lyte FRET, 384-well, Hck-YEEI | Tyrosine-protein kinase HCK (Homo sapiens), P08631 | Recombinant Hck-YEEI plus Nef, Z-Lyte FRET kinase assay | inhibition, % at 20 µM | 0.68% of 220,000 active | AID 463187, 2010;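 active means Hck-Nef kinase inhibition above about 50%, limit read from the data; inactive means inhibition below that limit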;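 further: 0% = DMSO with Hck plus Nef and 100% = Hck alone without Nef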
FXIIa inh – human FXIIa protease inhibitors, primary screen, biochemical, 1536-well; inhibition, % at 5 µM; purified FXIIa, Boc-QGR-AMC fluorogenic substrate, 2 h; 0.3% of 220,000 active; in the data active means inhibition above about 40%;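 further: 0% = enzyme with no compound and 100% = blank without enzyme; many of its hits are not listed in these tables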
Runt-CBFb FRET – inhibitors of RUNX1 Runt–CBFb binding, primary screen, biochemical, FRET, Cerulean-Runt, Venus-CBFb, uHTS. Cerulean-Runt/Venus-CBFb FRET ratio 530/480, 1 h. 0.46% of 220,000 active. inhibition, % at 20 µM. Runt-related transcription factor 1 (Homo sapiens) + Core-binding factor subunit beta …. AID 1496, 2009;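 active means inhibition over about 50% at 20 µM in the single-dose screen, limit read from the data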;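 further: 0% = DMSO wells and 100% = excess unlabeled CBFb competitor control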
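Assay system: Cerulean-Runt domain fusion protein, energy donor; Signal: fluorescence energy transfer, 422 nm excitation, 530/480 nm emission; Timing: 1 h compound exposure, room temperature; Control set: unlabeled CBFb; Medium: Tris buffer pH 7.5 with salts and BSA; Compound: single test concentration of 20 µM, 1% DMSO final; Probe or stimulus: Venus-CBFb 100 nM.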
hK5 inh – human KLK5 protease inhibitors, primary screen, biochemical, 1536-well. 0.59% of 210,000 active. Kallikrein-5 (Homo sapiens), Q9Y337. inhibition, % at 5 µM. recombinant hK5, fluorogenic AMC substrate cleavage;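 active means inhibition of 40% or more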;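 further: 0% = enzyme controls without compound and 100% = no-enzyme blanks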
Target sequence (Q9Y337 67-293 limits assumed): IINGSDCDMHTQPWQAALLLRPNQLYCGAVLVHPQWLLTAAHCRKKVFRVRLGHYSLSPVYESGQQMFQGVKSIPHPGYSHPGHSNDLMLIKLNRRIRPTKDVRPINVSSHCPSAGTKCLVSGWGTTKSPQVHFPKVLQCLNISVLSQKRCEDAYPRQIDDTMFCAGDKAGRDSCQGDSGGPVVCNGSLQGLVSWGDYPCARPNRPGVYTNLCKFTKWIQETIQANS
FXIa inh – human FXIa protease inhibitors, primary screen, biochemical, 1536-well; purified FXIa, Boc-Glu-Ala-Arg-AMC fluorogenic substrate; 0.14% of 220,000 active; AID 798, 2007; inhibition, % at 5 µM;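 active means inhibition of at least 40%; inactive means inhibition below 40%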;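 further: fluorescence of freed AMC excited at 355 nm; 0% = enzyme without compound and 100% = no enzyme blank; many of its hits are not listed in these tables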
thrombin 1536 – human alpha-thrombin inhibitors, primary screen, counter-screen for coagulation protease inhibitor project, biochemical, 1536-well, fluorogenic AMC substrate; Prothrombin (Homo sapiens), P00734; Boc-VPR-AMC fluorogenic substrate cleavage; inhibition, % at 5 µM; 0.26% of 220,000 active;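 active means inhibition at or above 40%; inactive means inhibition below 40%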;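 further: 0% = enzyme with no compound and 100% = wells without enzyme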
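Test system: human alpha-thrombin protein / Dosing: one concentration per compound, 5 µM, with 0.2% DMSO / Medium: pH 7.5 Tris-saline with Tween 20 / Benchmarks: no-compound enzyme wells and no-enzyme blanks / Read-out basis: percent inhibition of thrombin substrate cleavage / Timing: reaction at room temperature / Measured by: fluorescence, ex 355 nm, em 460 nm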
14-3-3 Bad PPI – inhibitors of 14-3-3 zeta/Bad binding, primary screen, biochemical, TR-FRET, bovine 14-3-3 zeta; 14-3-3 protein zeta/delta (Bos taurus), P63103; TR-FRET 14-3-3zeta/Dy647-pBad peptide displacement, 1 h; inhibition, % at 21.7 µM; 0.71% of 220,000 active; AID 781, 2007;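 active means inhibition above about 70%, limit read from the data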;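 further: 0% = full 14-3-3 plus peptide FRET controls and 100% = background without 14-3-3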
Target sequence (P63103 whole entry, looked up): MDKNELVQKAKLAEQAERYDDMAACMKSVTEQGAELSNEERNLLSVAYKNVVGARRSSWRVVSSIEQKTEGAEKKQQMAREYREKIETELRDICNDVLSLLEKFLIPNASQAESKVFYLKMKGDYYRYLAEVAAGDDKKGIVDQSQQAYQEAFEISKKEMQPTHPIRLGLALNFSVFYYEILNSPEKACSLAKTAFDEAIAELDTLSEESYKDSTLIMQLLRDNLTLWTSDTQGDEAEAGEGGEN
Active calls of the source: *; . = not tested or not shown; [ ] = dose if it differs, or a comment.

SMILES | Wee1 degr inh | Runt-SMMHC FRET | Hck-Nef inh | FXIIa inh | Runt-CBFb FRET | hK5 inh | FXIa inh | thrombin 1536 | 14-3-3 Bad PPI
Cc1nnc(Sc2cc(C(=O)NCc3ccco3)c3ccccc3n2)s1 | -1.0 | -1.4 | -0.8 | -3.3 | 2.5 | 7.0 | 0.8 | 4.0 | 1.0
Cn1c(-c2ccc(F)cc2)cnc1SCC(=O)Nc1ccccc1 | -1.0 | . | 19.8 | 12.7 | . | 2.8 | 3.4 | -0.5 | -9.0
COC(=O)c1ccc(CSc2nnc(NC(=O)C3CC(=O)N(Cc4ccc(C)cc4)C3)s2)cc1 (stereo not drawn) | -0.5 | -5.4 | -0.1 | 8.7 | -9.1 | -11.7 | 11.5 | -0.2 | 0.8
COc1ccc(C(CC(=O)O)NC(=O)OC(C)(C)C)cc1 (stereo not drawn) | -1.1 | -1.2 | 1.8 | 8.8 | -1.4 | -7.2 | 1.5 | 0.9 | -5.2
Cc1[nH]n(-c2ccccc2)c(=O)c1N=Nc1ccccc1O | 0.3 | -20.4 | 17.0 | 9.7 | -14.7 | -7.7 | 2.9 | -0.1 | -21.9
Cc1ccc(NC(=O)c2cc(C)nn2-c2ccccc2)cc1 | 2.6 | -0.3 | 5.8 | 10.1 | 0.7 | -3.8 | 27.9 | 2.2 | -1.9[fluorescence artefact?]
COc1cccc(/C=N/NC(=O)CC2C(=O)NN=C2C)c1OC (stereo not drawn) | -2.0 | -0.5 | -0.2 | 18.3 | -0.2 | -7.2 | 2.1 | 2.8 | -8.6[fluorescence artefact?]
Cc1nn(C2CCS(=O)(=O)C2)c(Cl)c1/C=C/C(=O)OCC(=O)c1c[nH]c2ccccc12 (stereo not drawn) | -0.8 | 1.4 | 3.7 | 2.1 | -2.8 | -14.8 | -0.8 | -9.2 | -15.9
CN(C)c1cc(-c2ccc(F)cc2)oc(=O)c1Cl | -1.3 | -2.0 | 10.6 | 5.6 | -1.2 | 7.0 | 5.7 | -0.8 | 0.9
CCOc1cc(C2C3=C(CCCC3=O)Nc3nc(C(=O)OC)nn32)ccc1OC (stereo not drawn) | 3.2 | -5.4 | 0.4 | 20.5 | -1.4 | -16.6 | 6.4 | 0.2 | 1.0
COc1cccc(CN2CCN(C(=O)CCc3nnc(C4CCCCC4)o3)CC2=O)c1 | 0.1 | -3.4 | 2.0 | 9.3 | 2.1 | 1.9 | 5.4 | 3.9 | 4.8
Cc1onc(-c2ccccc2Cl)c1C(=O)Nc1ccccc1C(=O)NC(C)C | 0.6 | 2.7 | 3.5 | 11.7 | 1.8 | 6.9 | 1.1 | -0.7 | -4.6
Cc1cc(C)n2nc(SCCCC(=O)c3ccccc3)nc2n1 | -1.2 | -3.6 | -12.1 | -10.3 | 1.1 | -10.0 | -5.3 | -13.5 | 1.7
COc1ccc2cc3cc(C(=O)NCC4COc5ccccc5O4)oc3nc2c1 (stereo not drawn) | -2.3 | -12.9 | 1.4 | 4.4 | -3.8 | -11.6 | 4.3 | 3.4 | 11.1
CC(/C=C1\SC(=S)N(NS(=O)(=O)c2ccccc2)C1=O)=C\c1ccccc1 | -0.6 | -9.3 | 74.3* | 13.8 | -1.4 | 3.0 | 7.6 | -8.2 | 25.2
O=C(N/N=C\c1ccc(-c2ccc([N+](=O)[O-])cc2)o1)C1COc2ccccc2O1 (stereo not drawn) | -2.2 | -44.1 | 2.1 | 10.5 | -14.2 | 0.1 | 4.9 | 4.0 | 3.0[fluorescence artefact?]
COc1ccc(NCN2C(=O)C3C4C=CC(C4)C3C2=O)cc1 (stereo not drawn) | 3.8 | -1.3 | 20.6 | 5.5 | 0.2 | -3.5 | -4.7 | -9.2 | 0.7
O=C(O)C1CCCN1C(=O)c1cccs1 (stereo not drawn) | -1.7 | -0.7 | 1.6 | -4.3 | -0.1 | 7.0 | -6.2 | 7.3 | -1.1
Cc1ccc(-n2c(CCc3nc4ccccc4[nH]3)n[nH]c2=S)cc1 | -1.6 | . | 30.6 | 2.2 | . | -2.4 | -2.5 | 16.6 | -20.4
O=C(CN1CCC(n2nnc3cc(C(F)(F)F)ccc32)CC1)NNC(=O)c1ccco1 | 3.1 | 0.6 | 18.6 | 10.8 | -1.7 | 6.1 | 1.1 | -5.0 | -13.4
COc1ccc(-c2cnc(N)n2CC2CCCO2)cc1 (stereo not drawn) | -0.4 | -5.3 | 2.1 | 18.8 | 1.2 | -8.3 | 3.8 | -4.7 | 15.6
COc1ccc(-c2cc(C#N)nc(N3CCNCC3)n2)cc1 | -1.2 | 0.3 | -1.8 | 0.3 | -3.4 | 29.9 | -8.0 | -6.7 | 21.3[fluorescence artefact?]
C=CC(COCc1ccccc1)N(Cc1ccccc1)S(=O)(=O)c1ccccc1Br (stereo not drawn) | . | 3.9 | 26.0 | 4.7 | 0.6 | -4.0 | -5.3 | -3.6 | -2.9
O=C(O)CCCCCN=Cc1c(O)c2ccccc2oc1=O | 5.6 | -1.4 | 18.8 | 3.5 | -1.9 | 3.2 | 2.5 | 2.0 | -4.0
O=C(N/N=C/c1ccccc1Cl)c1cccc(F)c1 | 0.2 | 3.5 | 1.3 | 20.6 | -0.2 | -2.2 | 6.7 | 3.1 | -3.2
Next entries.
SMILES | Wee1 degr inh | Runt-SMMHC FRET | Hck-Nef inh | FXIIa inh | Runt-CBFb FRET | hK5 inh | FXIa inh | thrombin 1536 | 14-3-3 Bad PPI
COc1cc(C(=O)NC2CCCNC2)cc(OC)c1OC (stereo not drawn) | -1.4 | -6.7 | . | . | -1.6 | . | . | . | 2.3
NNC(=O)C1=NOC(CNc2ncc(C(F)(F)F)cc2Cl)C1 (stereo not drawn) | 4.8 | -2.0 | 1.6 | 3.9 | 2.7 | -4.1 | -6.0 | -2.5 | -6.6
COc1ccc2[nH]c(C(=O)O)c(NS(=O)(=O)c3ccc(OC)c(OC)c3)c2c1 | 0.6 | -4.0 | -0.2 | 18.5 | 1.6 | 0.4 | 6.4 | 3.0 | 40.4
O=C(CCCCCNc1nc(=S)[nH]c2ccccc12)NCCc1ccc(Cl)cc1 | 3.6 | -1.4 | 28.7 | 9.3 | 1.1 | -2.7 | -0.4 | 11.0 | -0.2
COc1ccc(NCc2nnc(SCC(=O)Nc3nc(-c4ccccc4)cs3)n2-c2ccccc2)cc1 | 2.8 | 1.5 | 3.3 | 3.2 | -0.3 | -5.2 | 10.3 | 0.3 | 3.7
CCCC(=O)Nc1ccc(C(=O)Nc2nnc(COC)s2)cc1 | -2.2 | 1.3 | -1.0 | 12.6 | 0.0 | 10.0 | -11.5 | 2.7 | 4.8
CCCCCCCCCCS(=O)(=O)N/N=C/c1ccc([N+](=O)[O-])cc1 | -2.8 | -10.6 | 3.5 | 2.3 | -16.9 | -3.5 | 1.6 | -7.3 | .
CCN(CCC(=O)Nc1cc([N+](=O)[O-])ccc1OC)Cc1ccccc1 | 13.1* | -2.2 | 7.7 | 10.8 | -3.0 | -4.5 | 9.5 | 2.2 | 7.2[fluorescence artefact?]
Cc1nc2ccc(NC(=O)COc3ccccc3C)cc2s1 | -5.5 | 2.6 | 25.7 | 7.8 | 1.4 | -1.0 | -2.8 | -7.0 | -7.1
COc1ccc(CCN/C=C2/CC(=O)NC2=O)cc1OC | 0.5 | -1.0 | 0.5 | 11.2 | -2.5 | 25.2 | 1.9 | 2.6 | 0.3
Cc1ccccc1-c1ncc(CN2CCN(C3CCCCC3)C(CCO)C2)cn1 (stereo not drawn) | -1.8 | -4.6 | 23.5 | 5.0 | 2.6 | 1.4 | -2.5 | -9.8 | 9.1
O=C(CSc1nc(C2CC2)nc2ccccc12)N1c2ccccc2Sc2ccccc21 | 1.9 | -0.5 | 8.0 | 28.8 | -2.8 | -22.0 | 21.3 | -7.1 | 1.1
Cc1cc2ncn(C(=O)c3c(-c4c(Cl)cccc4Cl)noc3C)c2cc1C | -1.2 | -0.9 | 1.0 | -6.6 | -1.5 | 2.6 | 0.2 | -1.0 | -6.5[fluorescence artefact?]
O=C(O)c1cn(-c2ccc(F)cc2)c(=O)c2ccccc12 | 2.7 | -2.7 | 23.3 | 8.6 | 0.7 | 4.5 | -2.9 | -1.7 | -7.6
CCOC(=O)c1[nH]c2cc(OC)c(OC)cc2c1NC(=O)C(C)N1CCN(Cc2ccccc2)CC1 (stereo not drawn) | -0.5 | 3.6 | 0.5 | 12.6 | 0.2 | -32.8 | 2.0 | 1.4 | .
CCC(C)Nc1nc2c(c(=O)n(C)c(=O)n2C)n1Cc1cccc(C)c1 (stereo not drawn) | -0.7 | -4.8 | -5.5 | 18.2 | -3.4 | -15.5 | 7.1 | 6.4 | -9.4
COc1ccccc1C(=O)Nc1nc2ccc(S(C)(=O)=O)cc2s1 | -2.5 | -7.7 | 1.4 | -3.3 | -2.3 | -0.1 | -7.0 | -7.5 | 20.6[fluorescence artefact?]
Cc1cc(NC(=O)c2cccc(Oc3ccccc3)c2)n[nH]1 | 3.4 | 1.6 | 24.9 | 4.6 | 0.6 | -2.2 | -2.9 | -3.8 | -18.0
Cc1ccc(C)c(NC(=O)Cc2csc(-c3ccccc3)n2)c1 | -0.7 | 0.2 | 0.1 | 5.8 | 0.9 | -16.8 | 5.8 | -2.3 | 0.1
COc1ccc(-n2c(=O)[nH]cc(C(=O)N3CCc4ccccc43)c2=O)cc1 | -2.8 | -4.2 | 11.2 | 34.6 | -1.7 | -15.2 | 31.5 | 1.9 | -7.1
CC(C)Sc1nc2ccccc2n1CC(=O)NCc1ccc2c(c1)OCO2 | -3.0 | -1.4 | 0.9 | 16.8 | 0.9 | -4.0 | -0.2 | 0.7 | 4.9[fluorescence artefact?]
CC(=O)N1CCC(=NNC(=O)CSc2cc(C)c(Br)cc2C)CC1 | -2.0 | -2.6 | -0.9 | 5.0 | 1.6 | -9.0 | 2.6 | -4.5 | 4.3

Pulled by compound from above (2):
SMILES | Wee1 degr inh | Runt-SMMHC FRET | Hck-Nef inh | FXIIa inh | Runt-CBFb FRET | hK5 inh | FXIa inh | thrombin 1536 | 14-3-3 Bad PPI
CCCC(=O)Nc1ccc(C(=O)Nc2nnc(COC)s2)cc1 | -2.2 | 1.3 | -1.0 | 12.6 | 0.0 | 10.0 | -11.5 | 2.7 | 4.8
O=C(CCCCCNc1nc(=S)[nH]c2ccccc12)NCCc1ccc(Cl)cc1 | 3.6 | -1.4 | 28.7 | 9.3 | 1.1 | -2.7 | -0.4 | 11.0 | -0.2

Hits appear at their usual frequency, and some 4.2% of all compounds hit somewhere here.
